SKN-1 inh – C. elegans SKN-1 inhibition. inhibition, % at 21.8 µM. AID 624304. C. elegans VP596 Pgst-4::GFP/RFP ratio, acrylamide-induced, 24 h. actives 0.49% (n = 360,000);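 active = interference check ratio from 0.5 to 1.5 plus GFP to RFP signal ratio inhibition reaching or exceeding a fixed threshold, cut at about 30% in these data, passing the limit was not always enough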; also: some compounds called inactive have numbers as strong as hits
DNMT1 inh – blocks human DNA methyltransferase DNMT1; actives 0.83% (n = 360,000); DNMT1 molecular beacon, Hinp1I cleavage, fluorescence; AID 588458; inhibition (reported as % activation of signal), % at 10 µM; in the data active = inhibition above about 50%
Rpn11 inh – inhibitors of human proteasome Rpn11; O00487; human 26S proteasome, Ub4-pepOG fluorescence polarization; 20S core pre-blocked with epoxomicin; calls only at 20 µM; actives 0.59% (n = 360,000); AID 588493;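 active = inhibition at 20 µM, scaled to each plate's controls, above about 33%, limit read from the data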
SUMO1-SIM PPI – alters human SUMO1 binding to SIM partners. actives 0.33% (n = 360,000). P63165. AID 602429. SUMO1 binding to a labelled peptide, TR-FRET, 1 h. inhibition, % at 20 µM; in the data active = inhibition above about 37%
MT1-MMP act inh – blocks activation of human MT1-MMP. actives 0.061% (n = 360,000). HT1080 RFP-PRO-GFP cells, GFP/RFP ratio fluorescence, overnight; percent of plate control window, DMSO zero. AID 651647. GFP/RFP ratio change, % at 20 µM. P50281;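 active = GFP/RFP ratio change of at least 30% with cell ATP level not reduced by more than half and red fluorescence within 50% of control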; also: strong numbers were not always called active
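Assay system: HT1080 cells carrying an RFP-PRO-GFP reporter | Dosing: Single dose of 20 µM compound, 1% DMSO final | Incubation: Cells overnight before dosing, compound overnight, 37 °C, 5% CO2 | Evaluation: GFP/RFP fluorescence ratio | Control set: DMSO and RFP-L50D-GFP cell wells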
LMPTP inh – LMPTP (human) inhibition. P24666. recombinant LMPTP-A, OMFP fluorogenic substrate, fluorescence intensity. inhibition, % at 20 µM. actives 0.22% (n = 360,000). AID 651560;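 active = compounds that cut the enzyme signal by at least half of the control window in the single-dose screen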;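 also: plate controls were DMSO wells with enzyme plus substrate for no effect and substrate without enzyme for full effect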
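test system = LMPTP-A | amount = 0.625 nM LMPTP-A final | reagent = fluorogenic phosphatase substrate OMFP at 400 µM final | incubation = 50 min at room temperature | benchmarks = no-enzyme low control, uninhibited high control | medium = Bis-Tris pH 6.0, DTT, detergent | signal = fluorescence intensity of OMFP turnover product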
NRP1-CendR mod – alters CendR peptide binding to human NRP-1. O14786. FAM-RPARPAR peptide binding to NRP-1, fluorescence polarization. inhibition, % at 25 µM. actives 0.85% (n = 360,000);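 active = inhibition or corrected inhibition above about 18%, plus a signal ratio from 0.5 to 1.5, limit read from the data, passing the limit was not always enough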; also: strong numbers were not always called active
Target sequence (O14786 whole entry, looked up): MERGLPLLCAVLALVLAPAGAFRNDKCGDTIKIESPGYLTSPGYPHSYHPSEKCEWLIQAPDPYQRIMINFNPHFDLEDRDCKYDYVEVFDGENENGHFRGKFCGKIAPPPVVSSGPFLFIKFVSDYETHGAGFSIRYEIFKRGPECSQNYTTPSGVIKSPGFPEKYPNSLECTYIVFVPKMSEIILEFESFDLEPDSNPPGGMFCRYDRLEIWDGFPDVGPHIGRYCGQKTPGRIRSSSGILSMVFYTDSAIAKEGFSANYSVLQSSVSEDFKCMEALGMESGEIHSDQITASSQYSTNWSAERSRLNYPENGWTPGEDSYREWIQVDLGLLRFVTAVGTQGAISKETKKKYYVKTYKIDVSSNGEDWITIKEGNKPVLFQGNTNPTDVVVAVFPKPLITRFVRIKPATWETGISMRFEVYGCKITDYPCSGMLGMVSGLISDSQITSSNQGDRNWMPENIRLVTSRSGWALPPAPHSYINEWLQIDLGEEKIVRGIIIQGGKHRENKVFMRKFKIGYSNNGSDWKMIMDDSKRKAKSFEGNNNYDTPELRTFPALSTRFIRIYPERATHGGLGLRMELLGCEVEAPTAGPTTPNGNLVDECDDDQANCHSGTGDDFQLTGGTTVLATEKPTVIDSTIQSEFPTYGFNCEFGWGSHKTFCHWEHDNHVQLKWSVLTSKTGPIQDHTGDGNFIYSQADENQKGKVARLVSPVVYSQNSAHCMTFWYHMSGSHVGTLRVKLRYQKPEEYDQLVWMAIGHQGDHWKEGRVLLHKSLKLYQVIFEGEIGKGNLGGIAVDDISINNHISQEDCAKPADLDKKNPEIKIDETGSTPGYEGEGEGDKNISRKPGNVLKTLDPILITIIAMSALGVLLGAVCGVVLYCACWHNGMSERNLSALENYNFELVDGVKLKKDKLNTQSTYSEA
Scp1 inh – Scp-1 (human) phosphatase inhibition; Q9GZU7; Recombinant Scp1, phosphopeptide, malachite green phosphate absorbance; inhibition, % at 20 µM; actives 0.88% (n = 340,000); AID 493091;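 active = inhibition above about 50% at 20 µM, limit read from the data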;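 also: plate controls were DMSO wells with enzyme for no effect and wells lacking enzyme for full effect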
Target sequence (Q9GZU7 76-261 limits assumed): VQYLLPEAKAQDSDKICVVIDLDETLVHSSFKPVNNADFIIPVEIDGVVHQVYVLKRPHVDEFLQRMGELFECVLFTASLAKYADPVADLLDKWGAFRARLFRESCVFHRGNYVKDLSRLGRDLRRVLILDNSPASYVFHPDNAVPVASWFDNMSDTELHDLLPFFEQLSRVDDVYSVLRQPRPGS
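Material: truncated SCP-1 phosphatase (76-261aa) / Buffer or medium: 50 mM Tris acetate pH 5.5, 0.005% Tween-20, 10 mM MgCl2 / Compound dosing: one concentration, 20 µM, with 1.0% DMSO / Incubation: 45 min room-temperature reaction, 5 min colour, 30 min stabiliser / Detection: colorimetric free-phosphate detection, absorbance 630 nm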
NadD inh – blocks S. aureus nicotinate mononucleotide adenylyltransferase. purified NadD enzyme, colorimetric absorbance read-out. inhibition, % at 20 µM. actives 0.78% (n = 360,000). AID 602399; in the data active = inhibition above about 26%; also: some compounds past the cut are filed as inactive
STEP inh – inhibitors of human striatal-enriched phosphatase STEP; P54829; recombinant STEP, OMFP fluorogenic substrate, fluorescence; inhibition, % at 20 µM; actives 0.25% (n = 360,000); AID 588621;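 active = inhibition at 20 µM, scaled per plate between control wells, above about 37%, limit read from the data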;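 also: 0% = DMSO with enzyme and substrate and 100% = substrate only without enzyme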
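medium = Bis-Tris buffer pH 6.0, 2.5 mM DTT, 0.005% Tween 20 | test system = STEP (striatal-enriched tyrosine phosphatase) enzyme, cell-free | measure = normalized % inhibition | compound dosing = 20 µM, 1% DMSO | also added = 25 µM OMFP | schedule = reaction 20 min, ambient temperature | measured by = fluorescence read at 480 nm ex / 540 nm em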
* hit, by the source's call; i = inactive; / = not tested or not shown; & = joins results of further samples.

SMILES	SKN-1 inh	DNMT1 inh	Rpn11 inh	SUMO1-SIM PPI	MT1-MMP act inh	LMPTP inh	NRP1-CendR mod	Scp1 inh	NadD inh	STEP inh
O=C(O)c1ccc(CSCc2ccccc2Cl)o1	2	1	i	10	1	-1.0	9	-10	2	2
Clc1ccc(Cl)c(-c2nn3c(Cn4cnc5ccccc54)nnc3s2)c1	7	8	i	3	7	0.6	3	1	0	1
COc1ccc(Nc2nc(C(=O)N3CCc4cc(OC)c(OC)cc4C3)cs2)cc1	2	-3	i	1	-5	2.2	-2	9	5	0
Nc1c(-c2ccccc2)cnn1-c1ccccc1	17	2	i	0	-4	-0.4	4	-13	0	-3
O=c1[nH]c2c(c(=O)[nH]1)CCC2	1	2	i	3	1	-1.0	3	5	-3	-2
CC(=O)Nc1ccc(Nc2nc(C)c([N+](=O)[O-])c(N(C)c3ccccc3)n2)cc1	-6	-3	i	-2	5	0.9	4	-1	1	2
COc1ccc(-c2noc(CCC(=O)N3CCN(Cc4ccccc4)CC3)n2)cc1	-6	-5	i	1	1	-0.6	2	-10	-2	-3
CCC(C)(C)c1ccc(OCCN2C(=O)NC(C)(C)C2=O)cc1	28	3	i	0	4	0.4	-6	-9	-9	2
COc1cc(NC(=O)c2ccc(C)cc2C)ccc1NC(=O)c1cc2ccccc2o1	-6	13	i	5	1	0.3	11	-5	8	-2
Cc1ccccc1CSCC(=O)NC1CCCC1	-5	0	i	-2	3	-2.4	-1	-17	-8	3
Cc1cc(C)nc(CCNC(=O)c2cc(COc3ccc(F)cc3Cl)on2)n1	-15	-2	i	-2	-8	-0.2	4	-1	-3	-2
O=C(CCN1CCc2ccccc2C1)Nc1ccc(F)cc1	4	-1	i	-8	-5	-1.4	9	-4	-2	-2
O=C(NNC1CCN(Cc2ccccc2)CC1)c1ccccc1	11	-3	i	-2	0	-1.9	3	-3	-1	1
Cc1ccc(S(=O)(=O)NN=Cc2ccccc2Cl)cc1	7	-1	i	3	2	-0.3	6	/	-4	-2
Cc1ccc(NC(=S)N2CCC(C(N)=O)(N3CCCCC3)CC2)c(C)c1	-4	5	i	0	-3	-1.2	11	4	-3	-3
COc1ccccc1NS(=O)(=O)c1ccc2c(c1)CCN2C(=O)CCC(=O)O	13	2	i	9	1	0.2	-4	13	1	-2
CN(CC(=O)Nc1ccccc1Br)C(=O)COc1ccc2ccccc2c1	6	-4	i	5	-2	0.2	3	-5	0	1
CC(C)c1ccc(NC(=O)CCNS(=O)(=O)c2ccc3[nH]c(=O)oc3c2)cc1	15	-1	i	0	6	-0.6	5	-3	-8	1
CCc1cc(-c2n[nH]c(=S)n2CC)cs1	-7	3	i	3	0	-0.7	-4	-7	-1	0
COc1ccc(OC)c2sc(N(CCCN(C)C)C(=O)CCS(=O)(=O)c3ccccc3)nc12	-5	3	i	3	3	0.3	13	4	-3	1
CC(OC(=O)/C=C/c1ccccc1)C(=O)N1CCc2ccccc21 (stereo not drawn)	-5	-4	i	-4	2	1.7	6	-6	-12	0
CCOc1ccc(N2C(=O)CSC2c2ccncc2)cc1 (stereo not drawn)	2	0	i	4	/	-1.5	-4	-4	-3	-2
Cc1cc(C)nc(N/N=C/C(Cl)=C/c2ccccc2)n1	-3	2	i	-18	-27	0.1	-3	-14	9	8
CCOc1cc(C(=O)Nc2cccnc2)cc(OCC)c1OCC	1	-1	i	1	-1	1.2	4	-4	2	0
Cc1cccc(OCCn2c(CCCO)nc3ccccc32)c1	9	-1	i	2	-2	2.5	7	-5	-2	-2

(next part)
SMILES	SKN-1 inh	DNMT1 inh	Rpn11 inh	SUMO1-SIM PPI	MT1-MMP act inh	LMPTP inh	NRP1-CendR mod	Scp1 inh	NadD inh	STEP inh
COc1cc(NC(=O)c2ccc(Br)cc2)c(OC)cc1NC(=O)c1ccccc1	5	-1	i	3	-2	-2.9	-14	-4	-6	2
COc1ccc(N2CCN(S(=O)(=O)c3cc(C)ccc3OC)CC2)cc1	4	0	i	2	-4	0.9	-2	-7	1	-2
CCC(C)c1ccccc1NC(=O)C(C)OC(=O)c1ccco1 (stereo not drawn)	2	2	i	4	1	-2.4	-8	-5	-3	-1
CCOc1ccccc1NC(=O)COC(=O)CN(C)S(=O)(=O)c1ccc(C)cc1	8	4	i	2	4	-1.0	-2	-8	-10	22
COc1ccc(OCC(=O)NNC(=O)C2CCCO2)cc1 (stereo not drawn)	-16	-5	i	4	1	-1.7	5	40	-2	-5
N#CC1=C(N)Oc2cc(N)ccc2C1c1ccccc1F (stereo not drawn)	13	-5	/	-8	-38	2.1	-114	-12	-1	-11
O=C(c1ccc(Cl)cc1)C1CCCN(C(=O)c2csnn2)C1 (stereo not drawn)	3	1	i	0	4	-1.1	2	-7	-2	-4
CCN(C)C1CN(Cc2cn(Cc3ccc(C)cc3)nn2)S(=O)(=O)C1 (stereo not drawn)	13	/	/	4	6	-1.2	-1	/	-3	/
Cc1ccc(C(=O)N2CCCC(C(=O)c3ccc(Cl)cc3C)C2)cn1 (stereo not drawn)	6	-1	i	0	1	-0.7	1	27	-4	1
CCCC[C@H]1COCCS(=O)(=O)N1Cc1ccc(F)cc1	5	1	i	-5	3	0.3	8	17	3	1
Cc1ccc(S(=O)(=O)N2CCC(C(=O)Nc3ccc(S(=O)(=O)N4CCCC4)cc3)CC2)cc1C	0	-10	i	4	-7	0.5	11	-6	3	0
O=C(COc1ccc2ccccc2c1Br)Nn1cnnc1	-13	1	i	-12	4	-0.1	6	0	5	-1
Nc1nc2c(s1)CCc1ccccc1-2	14	-8	i	-4	-3	-0.3	-1	-16	-5	-2
CC(=O)Nc1nc2c(s1)CCc1ccccc1-2	2	2	i	-2	0	-0.6	-1	-9	6	-3
CCc1cc(Cl)c(OC)c(C(=O)NC[C@@H]2CCCN2CC)c1O	9&4	-2&0	i	0&0	1&5	1.4&-2.3	10&-11	-4&-17	-1&-6	2&0
Cc1cc(NC(=O)c2ccc(NC(=O)c3cccs3)cc2)no1	13	-2	i	11	10	0.0	-4	-8	-2	-1
COc1ccc(C(=O)CCC(C)(C)[N+](=O)[O-])cc1OC	-3	2	i	-7	3	-1.3	-1	-5	-5	1
CCN1CCN(CCc2nc3cc(NC(=O)COc4ccc(Cl)cc4)ccc3n2C)CC1	-7	-3	i	4	1	0.5	1	-3	-12	4
CN(C)c1ccc(/C=N/N(CCC(=O)NC(C)(C)C)C2=NS(=O)(=O)c3ccccc32)cc1	-16	13	i	-2	-65	2.9	-59	-7	-1	2
O=C(CCCl)Nc1cc(SCCO)cc([N+](=O)[O-])c1	4	0	i	-22	0	-1.0	-10	-8	-2	1
CCOCCCNC(=O)C1(O)c2cc(Br)ccc2NC(=O)N1c1ccc(OCC)cc1 (stereo not drawn)	-4	12	i	0	5	-0.5	-6	-7	-6	-2
COc1ccc(S(=O)(=O)Oc2ccc(C(=S)N3CCOCC3)cc2OC)cc1	-3	-4	i	2	4	-1.1	-13	-10	-7	0
CCC1=NN(C(=O)c2ccc(Cl)cc2)C(O)(c2ccccc2)C1 (stereo not drawn)	4	3	i	-2	2	0.4	11	-3	-8	4
COc1cc(C(=O)N/N=C/C2CC=CCC2)cc(OC)c1OC (stereo not drawn)	4	-1	i	1	0	-1.5	3	-4	-2	-1
Cc1cccc2sc(N(CCN3CCOCC3)C(=O)CCS(=O)(=O)c3ccccc3)nc12	21	1	i	8	1	0.6	2	-2	-11	-3

The list goes on:
SMILES	SKN-1 inh	DNMT1 inh	Rpn11 inh	SUMO1-SIM PPI	MT1-MMP act inh	LMPTP inh	NRP1-CendR mod	Scp1 inh	NadD inh	STEP inh
COc1ccc(NC(=S)NC(C)C(c2ccccc2)N2CCOCC2)cc1 (stereo not drawn)	8	3	i	1	-6	1.3	-1	-3	0	4
CC(=O)OCC(OC(C)=O)C(OC(C)=O)C(OC(C)=O)C(=O)Nc1ccc(C)cc1 (stereo not drawn)	-13	3	i	-2	0	-1.8	6	0	-1	9
COc1ccccc1C(=O)NCC(=O)OCC(=O)c1ccc(Cl)s1	8	-2	i	-13	-4	-1.0	5	-2	-3	0
COc1ccc(C(=O)N(CCc2ccccc2)Cc2ccccc2)cc1S(=O)(=O)N1CCOCC1	9	-2	i	-39	-2	-9.2	7	-10	3	-2
Cc1ccccc1S(=O)(=O)N(C)C[C@@H]1OCc2ccccc2-c2c(n(C)c3ccccc23)C(=O)N([C@H](C)CO)C[C@@H]1C	-11	-10	i	2	-2	-0.7	-9	/	-2	0
O=C(O/N=C1\CCS(=O)(=O)c2sccc21)C1CC1	15	4	i	-3	-8	-0.8	-3	-5	-9	0
NC(=O)C1(Nc2ccc(C(=O)O)cc2)CCCC1	-6	0	i	3	-2	-1.2	1	-5	0	-3
O=C(NC(Cc1ccccc1)C(=O)O)/C(=C\c1ccc(F)cc1)NC(=O)c1ccccc1 (stereo not drawn)	9	2	i	-3	2	-2.5	9	4	0	0
Cc1ccccc1S(=O)(=O)NC(=O)C1(C)CCN1C(=O)CCc1cccs1 (stereo not drawn)	-14	1	i	-4	3	1.6	5	/	0	2
C=Cc1cccc(NC(=O)c2ccc(NC(=O)c3ccco3)cc2)c1	8	11	i	15	1	2.1	4	-8	-1	-1
COC(=O)c1nc2n(n1)C(c1cccc(Cl)c1)C1=C(CCCC1=O)N2 (stereo not drawn)	15	7	i	5	2	-1.0	1	-3	3	0
CCc1nc(Sc2nc(C)cc(C)n2)c2oc3ccccc3c2n1	10	3	i	4	-3	-0.6	-7	-8	9	-5
Cc1nc(N2CCCC2)c2ccsc2n1	0	2	i	1	-1	3.0	-11	-1	1	-9
Cc1cc2c(cc1C)C(=O)NC(C)(C)C2	7	4	i	1	-17	1.1	0	1	0	1
Cc1cccc(C2CC3(CC(C)(C)NC(=S)N3)Oc3cc(O)ccc32)c1 (stereo not drawn)	8	-1	i	-2	3	-0.1	7	9	4	-4
O=C(Nc1ccc2[nH]c(=S)sc2c1)c1ccccc1	5	-2	i	13	4	0.7	4	-1	-3	-2
O=C(c1ccco1)N1CCN(C(=S)Nc2cccc([N+](=O)[O-])c2)CC1	0	-2	i	-10	2	-0.5	21	1	-2	1

Record cards, as listed above. Order of values: SKN-1 inh, DNMT1 inh, Rpn11 inh, SUMO1-SIM PPI, MT1-MMP act inh, LMPTP inh, NRP1-CendR mod, Scp1 inh, NadD inh, STEP inh
`Cc1nc(N2CCCC2)c2ccsc2n1` is listed as 0, 2, i, 1, -1, 3.0, -11, -1, 1, -9
`CC(=O)OCC(OC(C)=O)C(OC(C)=O)C(OC(C)=O)C(=O)Nc1ccc(C)cc1` (stereo not drawn) is listed as -13, 3, i, -2, 0, -1.8, 6, 0, -1, 9
`O=C(c1ccco1)N1CCN(C(=S)Nc2cccc([N+](=O)[O-])c2)CC1` is listed as 0, -2, i, -10, 2, -0.5, 21, 1, -2, 1

Screens as filed in PubChem BioAssay.
